GSK3B inh = blocks human GSK3beta kinase activity; AID 2097; GST-GSK3beta kinase, ADP-Glo luminescence, 60 min; hits give low values; 300,000 tested, 0.038% active; activity score (negative = inhibition), % at 10 µM;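 active = more than half of replicate wells score below -50%, meaning over 50% inhibition versus plate controls; inconclusive = some replicates but at most half score below -50%; inactive = no replicate scores below -50%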;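 also: 0% = median DMSO wells and -100% = median GW8510 positive control wells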
Target sequence (P49841 whole entry, looked up): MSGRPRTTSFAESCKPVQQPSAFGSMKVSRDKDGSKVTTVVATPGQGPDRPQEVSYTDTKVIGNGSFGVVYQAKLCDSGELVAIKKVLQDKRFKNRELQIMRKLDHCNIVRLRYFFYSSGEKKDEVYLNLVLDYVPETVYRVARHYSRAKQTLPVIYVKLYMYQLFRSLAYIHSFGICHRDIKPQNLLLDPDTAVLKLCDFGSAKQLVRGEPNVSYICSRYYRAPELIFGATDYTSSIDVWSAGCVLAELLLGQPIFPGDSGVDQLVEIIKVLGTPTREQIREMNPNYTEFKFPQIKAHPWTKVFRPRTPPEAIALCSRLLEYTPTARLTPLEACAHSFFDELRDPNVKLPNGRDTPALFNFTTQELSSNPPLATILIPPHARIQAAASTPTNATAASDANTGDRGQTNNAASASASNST
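test system = GST-tagged human GSK3beta kinase, cell-free | reagent = 25 µM ATP with peptide substrate | dosing = one dose of 10 µM per compound | schedule = 60 min reaction, RT | detection = luminescent ADP-Glo measurement of ADP formed | control set = DMSO neutral wells and GW8510 at 20 µM as positive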
KLF5 inhibitor = inhibitors of KLF5 expression; AID 1700; 290,000 tested, 0.23% active; DLD-1 KLF5 promoter-luciferase reporter, luminescence; inhibition, % at 5 µM;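 active = inhibition above a per-plate limit of that plate's mean compound inhibition plus 3 SD, cut at about 60% in these data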;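 also: 0% = DMSO wells and 100% = LY294002 at 200 µM; higher means less KLF5 promoter-driven luciferase light; inactives centre near -14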
AI-2 QS mod = Vibrio harveyi AI-2 quorum sensing modulation | Vibrio harveyi JMH597 AI-2 luminescence/OD600 ratio, 9 h; hits give low values; strain lacks LuxN and CqsS sensors; 0 = neutral-control median | activity change, % at 7.5 µM | 300,000 tested, 0.4% active; in the data active = activity change below about -75%, passing the limit was not always enough; inconclusive = no clear call, values can overlap the other calls;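 also: luminescence divided by OD600 gain over 9 h not by final OD600 alone; inactives centre near 13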
HSF1 inh = HSF1 inhibition; NIH3T3-HGL HSE-luciferase, MG132-induced, luminescence 8 h; hits give low values; activity change, negative = inhibition, % at 7.5 µM (by protocol); 300,000 tested, 0.77% active;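 active = more than half of replicate wells show activity change below -50%, luminescence cut by over half; inconclusive = some wells, but at most half, below -50%; inactive = no replicate well below -50%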;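 also: luciferase reports HSF-1 transcriptional activity via heat shock element; 0% = median of DMSO wells and -100% = zero luminescence signal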
IEC-6 cytotox = kills IEC-6 intestinal cells in KLF5 counter-screen. AID 1825. inhibition, % at 5 µM. 290,000 tested, 0.78% active. IEC-6 cytotoxicity, luminescence viability; in the data active = inhibition above about 22%;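 also: 0% = plate median of test compound wells and 100% = cytotoxic reference compound wells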
HSP90 inh = HSP90 refolding inhibition in rabbit reticulocyte lysate; luciferase refolding luminescence, 3 h; inhibition, % at 5.6 µM; 290,000 tested, 0.91% active;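 active = inhibition above the screen-wide mean plus 3 SD, computed separately per campaign, cut at about 16% in these data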;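 also: 0% = DMSO wells and 100% = 60 µM geldanamycin wells; inhibitors lower the luminescence because luciferase stays unfolded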
aSyn 5UTR inh = 5' untranslated region of α-synuclein, MLPCN primary screen. alpha-synuclein 5'UTR reporter, inhibitor activity. inhibition, % (tested at 7.5 µM). 300,000 tested, 0.82% active. AID 1813; in the data active = inhibition above about 60%; inconclusive = no clear call, values can overlap the other calls;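 also: H4 neuroglioblastoma cells stably carrying SNCA 5'UTR luciferase fusion; 0% = DMSO wells and 100% = positive control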
PolyA inhibitor = yeast polyadenylation inhibition; S. cerevisiae SKY197-pL101 polyadenylation reporter, beta-gal luminescence; efflux-impaired pdr1/pdr3 knockout yeast; score 100 = 6 SD above DMSO; calls only at 12 µM; 300,000 tested, 0.02% active;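 active = lowest replicate activity score at least 50, where 100 means six control SD above control mean; inconclusive = lowest score under 50 but half or more replicates reach 50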;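 also: yeast exposed to compound for 9 h at 30 °C; higher score means more reporter readthrough which indicates perturbed polyadenylation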
GSK3A inh = inhibitors of human GSK-3 alpha kinase; ADP-Glo luminescence, 60 min; P49840; inhibition, % at 10 µM; 320,000 tested, 0.1% active;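 in the data active = inhibition above about 50%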;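 also: GST-tagged GSK-3 alpha with peptide substrate and 25 µM ATP; 0% = DMSO neutral wells and 100% = GW8510 positive control wells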
Target sequence (P49840 whole entry, looked up): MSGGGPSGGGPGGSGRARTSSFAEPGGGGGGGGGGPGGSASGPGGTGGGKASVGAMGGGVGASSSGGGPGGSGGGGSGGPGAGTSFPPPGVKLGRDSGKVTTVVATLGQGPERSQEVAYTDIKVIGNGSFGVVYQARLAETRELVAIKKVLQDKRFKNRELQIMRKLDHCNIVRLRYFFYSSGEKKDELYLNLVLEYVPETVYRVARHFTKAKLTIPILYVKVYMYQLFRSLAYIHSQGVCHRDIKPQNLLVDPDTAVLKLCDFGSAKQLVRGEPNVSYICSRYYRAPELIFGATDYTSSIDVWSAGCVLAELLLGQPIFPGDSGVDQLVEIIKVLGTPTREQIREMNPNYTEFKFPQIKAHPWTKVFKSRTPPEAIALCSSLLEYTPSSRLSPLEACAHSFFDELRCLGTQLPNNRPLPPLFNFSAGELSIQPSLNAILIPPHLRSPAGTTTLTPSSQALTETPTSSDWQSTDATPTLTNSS
HSF1 activator = increases HSF-1 driven luciferase reporter signal; NIH3T3-HGL HSF-1 luciferase reporter, MG132, 8 h; 100% = twice DMSO control signal; activation, % at 9 µM; 300,000 tested, 1.7% active;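 active = mean replicate activation of at least 50% with a set share of replicates each reaching 50%; inconclusive = only one of those two conditions met; inactive = mean below 50% and too few replicates reaching it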;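 also: 0% = median of the neutral control wells and 100% = twice that signal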
Numbers without * were called inactive; i = inactive; ? = inconclusive; . = not tested or not shown. A portion of the library. The share of hits here may be higher or lower than overall.

SMILES	GSK3B inh	KLF5 inhibitor	AI-2 QS mod	HSF1 inh	IEC-6 cytotox	HSP90 inh	aSyn 5UTR inh	PolyA inhibitor	GSK3A inh	HSF1 activator
Cc1cc(C)n(CCN(C)C(=O)CCc2nnc(-c3ccc4c(c3)OCO4)o2)n1	1.2	-18.8	2.7	-0.6	3.4	-0.1	-3.6	i	3.3	4.8
O=C(CSc1nnc(C2CC2)n1CC1CCCO1)Nc1cccc(Cl)c1 (stereo unspecified)	-2.9	7.7	16.8	-0.8	2.4	0.5	-5.3	i	-0.4	28.9
COc1ccccc1CNC(=O)COc1ccc(S(=O)(=O)N2CCCC2)cc1	1.7	-5.4	?	-4.2	1.8	-3.2	15.4	i	-0.5	-8.0
Oc1ccc(Cl)cc1C1=NNC(c2ccc(Cl)cc2)C1 (stereo unspecified)	-2.6	-30.4	22.3	18.5	-1.1	-2.1	-90.1	i	0.5	43.7
CC(=O)N1CCN(C(=O)c2ccc3c(c2)S(=O)(=O)c2ccccc2C3=O)CC1	-0.1	12.6	8.1	-6.2	-1.4	2.1	8.1	i	-0.2	-12.5
COc1ccc(N2CCN(S(=O)(=O)c3ccc(C(=O)NC4CCCC4)cc3)CC2)cc1	-0.5	-37.0	21.1	1.7	3.5	-1.6	13.8	i	.	-6.1
Cc1nonc1OCCNc1ccc([N+](=O)[O-])cc1	3.3	-9.1	5.3	-4.9	4.3	0.7	5.2	i	-0.7	3.9
CC1CCCCN1S(=O)(=O)c1ccc(S(=O)(=O)N(Cc2ccccc2)Cc2ccco2)cc1 (stereo unspecified)	1.3	-12.3	32.2	3.1	1.7	-0.6	16.5	i	-0.5	-1.4
CCCN1C2CCCC1CC(NC(=O)c1cc(OC)c(OC)c(OC)c1)C2 (stereo unspecified)	-0.2	-12.6	11.4	-1.9	-0.4	-0.1	-14.5	i	-1.2	6.1
O=c1c2ccccc2nc(/C=C/c2ccc(Cl)cc2)n1CCO	0.6	-3.1	3.2	4.1	4.6	0.5	1.2	i	-1.3	13.1
O=C(c1ccccc1)N1CCn2c1nc1ccccc12	2.0	-44.0	21.3	2.4	3.6	4.3	-34.2	i	-1.3	-1.0
COc1cc(NC(=O)C/C(C)=N/NC(=O)c2ccccn2)c(OC)cc1Cl	-1.6	-105.9	19.3	16.0	-3.4	4.6	-80.3	i	2.2	28.6
COc1cc(C(=O)NCCCN2CCCC2=O)cc(OC)c1OC	0.8	-12.5	0.7	0.6	-1.5	0.9	8.3	i	-1.9	-3.8
O=C(Nc1ccc(S(=O)(=O)Nc2cnc3ccccc3n2)cc1)c1cc(F)c(F)cc1Cl	1.0	-13.5	35.9	2.1	1.6	-4.3	-3.3	i	-2.9	2.8
O=C(COc1ccc(S(=O)(=O)N2CCOCC2)cc1)NCc1ccccn1	-0.8	5.1	17.5	-7.7	0.2	-2.8	-5.1	i	0.6	-5.2
O=C(Nc1ccccc1C(=O)NCc1cccnc1)c1cccc([N+](=O)[O-])c1	-2.6	-8.5	36.2	-1.9	-3.9	0.0	6.4	i	1.9	5.0
COc1ccc2cc(S(=O)(=O)N3CCCC(C)C3)ccc2c1 (stereo unspecified)	1.8	-6.8	33.6	-4.9	3.3	4.5	2.1	i	-0.9	5.4
COc1ccc(OC(=O)c2cnc3n(c2=O)CCS3)cc1	3.3	6.3	26.1	-4.0	0.1	-0.5	-13.8	i	5.3	-0.2
O=C(Nc1cccc(Cl)c1)NC1(C(=O)NCc2cccs2)CCCCC1	-0.2	-13.1	36.6	3.1	5.3	1.7	9.8	i	-1.0	18.0
COc1ccc(Cn2c(O)c(/C=C3/C=CC=N3)c(=O)[nH]c2=O)cc1	-4.4	-10.3	10.5	-1.0	-4.7	2.4	-16.9	i	0.7	13.0
COc1ccccc1CNc1ncccc1[N+](=O)[O-]	1.9	-34.4	24.4	-7.7	2.1	0.7	-8.7	i	-2.8	-3.9
Cc1ccc2nc(C3CCCN(C(=S)Nc4ccccc4C)C3)[nH]c2c1 (stereo unspecified)	1.8	-29.3	21.0	-0.3	-2.8	-0.9	3.0	i	-1.1	9.1
Cc1ccc2c(C)c(C(=O)N3CCN(c4cnccn4)CC3)oc2c1C	0.1	-36.1	8.6	9.9	2.0	-0.9	-8.7	i	0.1	10.4
O=C(Cn1cccn1)N1CCCC(N2CCN(c3cccc(C(F)(F)F)c3)CC2)C1 (stereo unspecified)	0.2	-21.2	15.2	2.7	4.2	4.8	4.0	i	.	8.1
COC(C/C=C\[C@H](O)COCc1ccccc1)OC	-4.9	.	7.0	-1.4	.	.	20.2	i	-1.6	-8.0
COc1ccc(/C=C(/NC(=O)c2ccccc2)c2nc3ccc(Cl)cc3[nH]2)cc1OC	-1.2	-23.0	44.8	12.7	0.4	0.1	-24.4	i	-0.8	7.8
O=C(CCc1ccccc1)N/N=C\C1CC=CCC1 (stereo unspecified)	-0.4	-2.8	21.1	-5.4	-10.0	-2.6	1.1	i	-2.8	-15.9
C=CCN(c1ccc(C(=O)Nc2ccc3c(c2)OCO3)cc1)S(C)(=O)=O	3.0	2.9	9.8	-5.8	4.9	0.5	-21.2	i	2.0	4.7
O=C(Nc1ccccc1C(=O)O)c1ccc(Br)o1	0.7	-65.2	6.1	15.0	1.3	1.3	-48.9	i	-2.6	23.2
COc1cccc(CN(CC2CCCO2)S(=O)(=O)c2ccc(S(=O)(=O)NCC3CCCO3)cc2)c1OC (stereo unspecified)	2.6	18.3	21.2	8.2	2.4	1.8	16.5	i	-0.2	7.1
Cc1ccc(S(=O)(=O)N2CCN(C(=O)C3CCN(C(=O)c4ccc(F)cc4)CC3)CC2)c(C)c1	-1.3	.	4.0	3.3	.	.	15.8	i	1.8	-3.2
CCOc1ccc(-c2nnc(-c3ccncc3)o2)cc1OCC	-1.2	-24.3	-8.2	1.1	0.9	-0.1	-7.8	i	.	2.3
CS(=O)(=O)N1CCN(C(=O)c2cc(-c3cccnc3)nc3ccc(Cl)cc23)CC1	0.0	-30.1	-10.2	-5.1	6.5	0.2	-4.7	i	5.4	-0.3
Cc1cccc(NC(=O)/C(=C\c2ccco2)NC(=O)c2cccs2)c1	4.1	-31.5	3.6	1.2	-3.1	-3.2	30.1	i	-2.8	-4.6
COc1ccccc1Nc1nc2cc(C)ccc2cc1C#N	-0.7	18.6	7.8	-6.5	2.6	1.9	2.3	i	-0.8	-8.7
Cc1ccc(Nc2c(-c3ccccn3)nc3cccc(C)n23)cc1	4.6	21.7	-79.8*	-14.5	9.9	-0.8	13.7	i	-4.3	-33.2
CC1CCN(C2CC(=O)N(c3ccccc3)C2=O)CC1 (stereo unspecified)	-0.2	4.8	11.2	-9.9	-4.7	1.9	6.0	i	-2.0	7.0
Cc1c(C)c(C)c(CN2CCCC2)c(C)c1C	0.5	-37.3	8.5	-3.5	-2.0	0.9	-28.5	i	2.4	-19.2
Cc1ccccc1-n1c(C)n[nH]c1=S	1.5	-31.4	8.4	-5.2	1.1	-3.1	-3.7	i	-2.6	-1.9
Cc1ccc(C)c(NC(=S)N2CCC(NC(=O)c3ccccc3)CC2)c1	-1.6	-33.1	10.5	-2.0	-7.3	-2.9	4.1	i	-0.6	-3.4
CCOC(=O)CSc1nc2ccccc2c(=O)n1CC1CCCO1 (stereo unspecified)	-1.1	-4.2	20.8	9.7	1.7	-2.0	10.4	i	0.9	3.6
O=[N+]([O-])c1cc(/C=N\O)ccc1Oc1ccc(F)cc1	-1.3	-15.1	9.2	-1.8	6.5	0.5	-6.0	i	37.9	5.5
C#Cc1ccc([C@H]2C=C(C(=O)NCc3ccccc3)O[C@@H](OCC)[C@@H]2CCCO)cc1	1.0	-19.2	29.7	-0.6	1.3	0.9	3.7	i	0.7	1.1
O=C(CNC(=O)c1cccc(Cl)c1)N/N=C/c1cccnc1	1.2	19.1	13.4	-5.2	-2.9	-2.3	-4.4	i	-1.8	7.8
CCn1c(CNC(=O)c2ccco2)nnc1SCC(=O)c1ccc(F)cc1	2.9	7.0	1.4	1.9	-1.7	0.4	9.9	i	-1.1	-7.9
CC(=O)NN1C(=O)/C(=C2/Sc3ccc(Cl)cc3N2C)SC1=S	5.6	-92.0	4.4	2.6	5.4	-0.4	-53.8	i	-0.8	30.3
CCOC(=O)c1c(NC(=O)Cn2nc(C(F)(F)F)cc2C)sc(C)c1C	-0.8	13.1	15.9	4.4	1.9	-2.9	24.0	i	-3.3	21.1
CNC(=O)NC(=O)C(OC(=O)CCNS(=O)(=O)c1ccccc1)c1ccccc1 (stereo unspecified)	-0.2	-18.2	37.4	-14.4	1.2	-2.7	-4.3	i	0.9	-16.3
CCOc1ccccc1N(CC(=O)Nc1cccnc1)S(C)(=O)=O	-0.5	-0.2	31.4	-14.9	2.4	3.8	-1.3	i	-1.4	-7.1
COc1ccc(NS(=O)(=O)c2ccc(N3CCCC3)c(NC(=S)Nc3ccc(SC(F)F)cc3)c2)cc1	4.1	5.3	21.2	12.4	6.6	3.5	-9.1	i	-0.9	8.5
COc1ccccc1/C=N/NC(=O)c1ccc(CN2C(=O)c3cccc4cccc2c34)cc1	-6.0	-4.3	23.3	4.0	2.5	-1.1	-15.7	i	-0.3	-17.0
Cc1[nH]c2ccc(C(=O)O)cc2c1C	3.0	6.2	0.4	-9.3	-4.2	5.3	7.6	i	-5.4	-8.0
Cc1cccc(NC(=O)CSc2nnc(NC(=O)CN3CCCCC3)s2)c1	-10.9	-9.4	10.1	-5.4	3.1	2.3	18.8	.	-0.6	-8.6
CCC(O)(c1ccccc1)C(CN1CCOCC1)c1ccccc1 (stereo unspecified)	-1.1	0.1	9.6	-9.5	-3.2	-3.7	11.5	i	-1.3	-16.9
C/C(=N/Nc1ncc(Br)cn1)c1ccc([N+](=O)[O-])cc1	1.5	-33.4	-3.4	4.4	3.4	-4.8	-10.1	i	1.2	0.2
COc1cccc(C(=O)Cn2c(=O)n(CC3CCCO3)c(=O)c3ccccc32)c1 (stereo unspecified)	1.3	-21.3	19.8	1.0	0.2	0.7	16.4	i	-2.7	-20.2
CCn1c(SCc2nc3ccccc3c(=O)[nH]2)nnc1C(C)NC(=O)c1ccccc1 (stereo unspecified)	0.2	-14.5	28.5	6.4	2.8	1.9	13.9	i	-7.1	2.0

A second format for 2 compounds above.
Fields – GSK3B inh	KLF5 inhibitor	AI-2 QS mod	HSF1 inh	IEC-6 cytotox	HSP90 inh	aSyn 5UTR inh	PolyA inhibitor	GSK3A inh	HSF1 activator
- C/C(=N/Nc1ncc(Br)cn1)c1ccc([N+](=O)[O-])cc1
→ 1.5	-33.4	-3.4	4.4	3.4	-4.8	-10.1	i	1.2	0.2
- COc1cccc(C(=O)Cn2c(=O)n(CC3CCCO3)c(=O)c3ccccc32)c1 (stereo unspecified)
→ 1.3	-21.3	19.8	1.0	0.2	0.7	16.4	i	-2.7	-20.2
